GALR2 blocker: blocks the human galanin receptor 2. hit rate 0.39% among 140,000. inhibition, % at 4 µM. O43603. GALR2-expressing cells, antagonist mode. AID 828; in the data active means inhibition above about 27%;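 further: cells stimulated with galanin 1-16 at roughly its EC80; 0% = agonist challenge control and 100% = basal control without agonist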
Target sequence (O43603 whole entry, looked up): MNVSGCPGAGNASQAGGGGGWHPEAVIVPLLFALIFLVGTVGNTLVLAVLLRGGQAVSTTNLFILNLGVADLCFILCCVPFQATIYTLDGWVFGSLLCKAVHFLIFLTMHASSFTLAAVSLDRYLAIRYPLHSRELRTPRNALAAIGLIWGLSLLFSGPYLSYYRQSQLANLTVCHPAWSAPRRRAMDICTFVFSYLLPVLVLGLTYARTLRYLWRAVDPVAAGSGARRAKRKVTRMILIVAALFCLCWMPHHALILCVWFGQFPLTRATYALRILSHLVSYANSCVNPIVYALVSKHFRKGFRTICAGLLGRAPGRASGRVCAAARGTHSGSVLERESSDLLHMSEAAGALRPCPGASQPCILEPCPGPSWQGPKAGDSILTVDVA
bCat KO growth: beta-catenin-lacking colon tumor cell growth suppression | HCT116 beta-catenin knockout viability, CellTiter-Glo, 60 h; hits give low values | viability, % at 10 µM | hit rate 1.5% among 140,000;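 active means viability at or under a set limit, the compound median less 4 SD, cut at about 6% in these data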;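 further: 0% = Hyamine 1622 control at 20 µM and 100% = untreated cell control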
HCT116 PTEN-null: suppresses growth of cells with PTEN deletion | HCT116 PTEN-null viability, CellTiter-Glo, 60 h; hits give low values | viability, % at 10 µM | hit rate 1.2% among 140,000;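 active means viability at or below a set limit, 4 SD under the median of all tested compounds, cut at about 3.7% in these data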;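 further: PTEN knockout HCT116 line with beta catenin targeted HCT116 as companion control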
Phagocytosis inh: blocks phagocytosis by macrophages; hit rate 0.07% among 110,000; AID 1029; J774A.1 macrophage IgG-bead phagocytosis, imaging; inhibition, % at 5 µM;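 active means inhibition above the mean of the plate negative controls plus 5 SD, cut at about 13% in these data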;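 further: phagocytic index as fraction of beads internalized from green versus red external bead signal; plate controls were DMSO negative control for no effect and cytochalasin-D positive control for full effect; some results beyond the cut were filed as inactive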
E-sel TNF inh: blocks E-selectin expression induced by TNF alpha; HUVEC TNFa-induced E-selectin immunofluorescence, high content; inhibition, % at 2 µM; hit rate 0.71% among 120,000; AID 1246;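 active means inhibition above the batch mean plus 3 SD, and confirmed as a hit on visual image review, cut at about 43% in these data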;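 further: 0% = TNF-stimulated DMSO wells and 100% = unstimulated control wells; not every result past the cut was called active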
NPY-Y2 antag: antagonists of human neuropeptide Y receptor Y2; P49146; NPY-Y2 expressing cells, antagonist mode; inhibition, % at 2.7 µM; hit rate 0.99% among 140,000; AID 793; in the data active means inhibition above about 17%;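 further: 0% = vehicle with agonist challenge and 100% = reference antagonist with challenge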
Target sequence (P49146 whole entry, looked up): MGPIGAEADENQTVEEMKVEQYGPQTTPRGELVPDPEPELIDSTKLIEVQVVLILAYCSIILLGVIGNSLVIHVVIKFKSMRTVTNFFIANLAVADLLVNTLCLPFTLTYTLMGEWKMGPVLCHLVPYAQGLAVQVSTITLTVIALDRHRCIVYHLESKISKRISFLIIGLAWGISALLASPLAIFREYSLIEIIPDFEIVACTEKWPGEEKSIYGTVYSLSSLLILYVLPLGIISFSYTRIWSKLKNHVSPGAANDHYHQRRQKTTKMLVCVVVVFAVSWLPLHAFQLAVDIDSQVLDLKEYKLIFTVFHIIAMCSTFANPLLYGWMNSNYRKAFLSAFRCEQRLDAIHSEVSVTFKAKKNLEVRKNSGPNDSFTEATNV
Yeast growth inh: reduces growth of yeast BB579 in restrictive medium. S. cerevisiae BB579 growth, OD615, 48 h. inhibition, % at 10 µM. hit rate 0.51% among 140,000;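 active means inhibition above a set limit, 3 SD over the mean compound inhibition, cut at about 44% in these data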; further: inactives centre near -24
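Detection: OD615 turbidity measurement; Material: Saccharomyces cerevisiae DeaD strain BB579, replicative lifespan model yeast; Timing: 48 h exposure, 30 °C; Doses: single 10 µM dose; Medium: CSMM-D restrictive synthetic medium containing dextrose (glucose); Controls: amphotericin B at 10 µg/mL as positive control.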
MRP-1 activ: activates MRP-1; H69AR cells + doxorubicin, viability rescue, CellTiter-Glo; viability increase, % at 10 µM; hit rate 0.61% among 140,000; AID 799;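 active means viability gain under doxorubicin at or above a set limit, the compound median plus 3 SD, cut at about 4.7% in these data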;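 further: MRP-1 overexpressing cells given doxorubicin 25 µM after compound pretreatment; 18-22 h compound pretreatment then 72 h with doxorubicin before readout; 0% = doxorubicin-only wells and 100% = vehicle-treated cells without doxorubicin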
Yeast life ext: yeast lifespan extension; S. cerevisiae growth with nicotinamide, OD615; deaD strain in restrictive glucose medium; inhibition of the nicotinamide effect, % at 10 µM; hit rate 0.68% among 130,000;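 active means inhibition above a set limit, placed 3 SD over the median of all compounds, cut at about 26% in these data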;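 further: 0% = nicotinamide-treated wells and 100% = cells grown without nicotinamide; some compounds called inactive have numbers as strong as hits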
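Buffer or medium: CSMM-D glucose medium, restrictive; test system: modified budding yeast, DeaD strain; compound: single dose 10 µM compound, 0.25% DMSO; schedule: culture preincubation 4 h, compound exposure 48 h, both 30 °C; detection: optical density (absorbance) at 615 nm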
Measles CPE: protection of cells from measles virus | hit rate 1.5% among 140,000 | Measles virus-infected cells, CPE protection, absorbance | protection (pct of control), % at 4 µM; in the data active means protection mostly above about 24%, no sharp cut-off; inactive means mostly below about 26%; further: some compounds called inactive have numbers as strong as hits
Numbers without * were called inactive; · = not tested or not shown.

SMILES	GALR2 blocker	bCat KO growth	HCT116 PTEN-null	Phagocytosis inh	E-sel TNF inh	NPY-Y2 antag	Yeast growth inh	MRP-1 activ	Yeast life ext	Measles CPE
COC(=O)CSc1nc(-c2ccccc2)c2c(c1C#N)CCCC2	-7	83	79	-1	9	12	-52	-1.4	0	16
CC(C)c1ccc(NC(=O)Cn2cccc2C2=NC(c3ccccc3)CO2)cc1 (centres undefined)	2	78	81	·	6	0	-20	-2.2	-4	5
CC1=C(C(=O)Nc2ccccc2)C(c2ccco2)n2ncnc2N1 (centres undefined)	9	92	92	0	9	1	-6	-1.2	-2	4
CCOC(=O)C1(C)NC(c2ccc(OC)c(OC)c2)C2C(=O)N(CC)C(=O)C21 (centres undefined)	10	106	116	-1	-6	0	-55	1.5	17	26
COc1ccc(CNc2ccc(-c3ccccc3OC)nn2)cc1	3	80	92	0	4	1	-2	4.3	-13	6
CCOc1cc(/C=C/c2nc3ccccc3s2)ccc1OCC(=O)N1CCOCC1	-24	23	25	-13	·	-2	2	-3.5	-4	12
Cn1c(=O)c2c(nc(CN3CCOCC3)n2CCc2ccccc2)n(C)c1=O	-2	102	100	0	·	6	-40	-0.1	-9	16
COc1cc(NC(=S)NC(=O)c2ccc(C)cc2C)ccc1NC(=O)c1cccs1	3	88	89	-1	34	1	-8	-4.0	-16	3
CCN1CCN(C(c2cccs2)C(C)NC(=O)c2cccnc2)CC1 (centres undefined)	4	102	102	·	·	5	-27	-0.2	-11	0
CCCc1cc(=O)[nH]c(SCC(=O)N2CCN(S(=O)(=O)c3ccccc3)CC2)n1	-7	93	96	-3	21	2	-17	-1.9	-5	8
CCCCOC(C)n1cc(F)c(=O)[nH]c1=O (centres undefined)	15	104	106	-5	·	-1	-25	-1.6	3	4
CCCN1CCN(CCCNC(=S)Nc2ccc(OC)cc2)CC1	9	83	93	-3	·	2	5	-2.4	2	3
COc1ccc2[nH]c(C)c(C(=O)CN3CC(C)OC(C)C3)c2c1 (centres undefined)	11	96	103	1	-27	0	-24	-2.7	-22	4
O=C1CC(c2cccc(Br)c2)c2cc3c(cc2N1)CCC3 (centres undefined)	-4	11	11	5	-93	9	-27	-0.9	-7	25
COc1ccccc1-c1cc(C(=O)N/N=C\c2cnn(C)c2C)c2ccccc2n1	-45	92	95	-5	-6	2	-49	-2.7	-2	3
CCN(C(=O)CSc1nc2c(cnn2-c2ccccc2)c(=O)[nH]1)C1CCS(=O)(=O)C1 (centres undefined)	1	92	100	-12	·	2	-28	0.4	0	21
O=C(c1cccc(Cl)c1Cl)N1CCN(c2ccccn2)CC1	4	98	88	-1	-20	0	-45	-1.4	2	5
CC(=O)C1=C(O)C(=O)N(CC(=O)O)C1c1ccccc1Cl (centres undefined)	-1	90	97	0	·	1	-44	-0.9	-1	20
COCCn1nnnc1CN1CCC(NC(=O)c2ccc(Br)cc2)CC1	-5	87	94	·	-10	4	-13	-2.0	-6	8
CCOc1ccc(/C=N/n2c(SC)nnc(C(C)(C)C)c2=O)cc1	8	91	98	-1	-8	2	-36	1.8	-27	15
COC(=O)c1ccc(COc2ccccc2[N+](=O)[O-])o1	-8	99	102	-5	·	1	-28	0.9	-4	9
CS(=O)(=O)c1cccc(C(=O)Oc2ccccc2)c1	-1	102	97	-1	-9	-1	-11	1.6	-6	3
Cc1cc(C)cc(NC(=S)NCc2cccn2C)c1	-3	73	76	·	-3	-1	-9	-2.8	-14	2
CC(=O)NS(=O)(=O)c1ccc(NC(=O)c2ccc3c(c2)C(=O)N(CCC(C)C)C3=O)cc1	1	97	108	-3	·	1	-2	0.3	2	20
Cc1c(Br)cc(C(=O)N2CCCC2)c(C)c1C	7	101	97	0	6	2	-3	-1.3	-12	8
COc1ccc(-c2nc(C)ncc2N=Nc2ccccc2)cc1	-2	97	90	·	10	7	-37	-2.0	-18	7
Cc1csc(NC(=O)/C=C/c2ccc(C)o2)n1	-1	97	102	-4	·	2	2	3.0	-5	7
Cc1ccccc1-n1c(SCc2cccc(F)c2)nc2[nH]ncc2c1=O	-13	51	45	·	·	7	-34	3.7	2	·
CNC(=S)NNC(=O)COc1ccc(C)c(C)c1	-6	93	99	-8	·	3	-22	-1.4	2	19
Cc1ccc(-c2nnn(CC(=O)N(CC(=O)NC3CCCC3)c3cnc4ccccc4c3)n2)o1	0	90	90	0	-4	1	-25	-2.2	8	3
COCCSc1nnc(NC(=O)C(C)(C)C)s1	0	100	106	-4	-25	1	-19	0.9	-10	8
CCN1CCN(c2nc(Nc3cccc(C)c3)nc(N)c2[N+](=O)[O-])CC1	0	74	69	6	·	2	16	-2.5	5	25
C/C(=C(\C#N)C(=O)NCCCN1CCOCC1)N(C)C	5	103	103	-1	-2	-2	-14	-0.4	-10	10
COc1ccc(CCN=CC2=C(O)CC(C)(C)CC2=O)cc1	-2	84	82	·	12	0	-36	-0.7	1	11
CC1CN(CC(=O)N2CCc3[nH]c4ccccc4c3C2)CC(C)O1 (centres undefined)	20	87	92	-2	7	0	-17	-1.7	-7	11
O=C(Oc1ccc(-c2nnco2)cc1)N(c1ccccc1)c1ccccc1	2	97	97	0	-10	0	-35	-1.8	-8	12

Single records, as listed above. Screens in order: GALR2 blocker | bCat KO growth | HCT116 PTEN-null | Phagocytosis inh | E-sel TNF inh | NPY-Y2 antag | Yeast growth inh | MRP-1 activ | Yeast life ext | Measles CPE
COc1ccc(-c2nc(C)ncc2N=Nc2ccccc2)cc1 across the screens: -2 | 97 | 90 | · | 10 | 7 | -37 | -2.0 | -18 | 7
Cc1ccc(-c2nnn(CC(=O)N(CC(=O)NC3CCCC3)c3cnc4ccccc4c3)n2)o1 across the screens: 0 | 90 | 90 | 0 | -4 | 1 | -25 | -2.2 | 8 | 3
CCN1CCN(c2nc(Nc3cccc(C)c3)nc(N)c2[N+](=O)[O-])CC1 across the screens: 0 | 74 | 69 | 6 | · | 2 | 16 | -2.5 | 5 | 25
Cc1csc(NC(=O)/C=C/c2ccc(C)o2)n1 across the screens: -1 | 97 | 102 | -4 | · | 2 | 2 | 3.0 | -5 | 7

Next part
SMILES	GALR2 blocker	bCat KO growth	HCT116 PTEN-null	Phagocytosis inh	E-sel TNF inh	NPY-Y2 antag	Yeast growth inh	MRP-1 activ	Yeast life ext	Measles CPE
CC(=O)N1c2ccccc2Oc2cc3ccccc3cc21	9	80	92	-8	·	1	-4	-4.3	-7	8
Cc1ccc(-c2cc(NC(=O)CCl)n(-c3ccccc3)n2)cc1	-5	2.6*	2.0*	-1	86*	1	-9	-5.8	-3	12
Cc1nc(-c2ccccc2)cc(=O)[nH]1	6	101	106	-1	-16	-2	-1	0.2	-7	26
Cc1cccc(NCCNc2cccc(C)c2)c1	4	88	96	·	-6	-2	-29	-4.2	-28	22
COc1cc(-c2cc(C(F)(F)F)n3ncc(C(=O)O)c3n2)cc(OC)c1OC	-6	105	108	1	·	-1	-28	-0.5	-9	13
CCCC(=O)N=c1sc2cccc(F)c2n1C	-2	90	92	-1	·	4	-9	-2.7	-7	7
COc1ccc(-c2nnc3ccc(SCC(=O)Nc4nc5ccc(C)cc5s4)nn23)cc1OC	-7	78	79	-7	·	0	-1	-3.4	7	28*
COc1cc(OC)c(C(=O)CCC(=O)O)cc1OC	5	85	104	-8	-24	0	-3	-0.7	0	18
O=C1CN(C(=O)CSc2nnc3ccccn23)c2ccccc2N1	-4	100	100	-1	15	2	-26	1.6	9	9
CSc1nc(N(C)CCO)c2sc3nc(-c4ccco4)c4c(c3c2n1)CCC4	9	96	92	·	-17	-2	-28	-1.7	-2	5
O=C(NN=C1CCCCC1)c1ccccc1OCc1ccc(F)cc1	3	90	98	·	·	5	-28	-1.9	-1	8
CCN(CC)C(=O)C1CCCN(c2ccc([N+](=O)[O-])cc2/C=N/NC(=O)c2ccc([N+](=O)[O-])cc2)C1 (centres undefined)	-5	84	82	·	43	2	-28	-4.5	-9	10

The closing four records of the part before are carried over, then new ones follow.
SMILES	GALR2 blocker	bCat KO growth	HCT116 PTEN-null	Phagocytosis inh	E-sel TNF inh	NPY-Y2 antag	Yeast growth inh	MRP-1 activ	Yeast life ext	Measles CPE
O=C1CN(C(=O)CSc2nnc3ccccn23)c2ccccc2N1	-4	100	100	-1	15	2	-26	1.6	9	9
CSc1nc(N(C)CCO)c2sc3nc(-c4ccco4)c4c(c3c2n1)CCC4	9	96	92	·	-17	-2	-28	-1.7	-2	5
O=C(NN=C1CCCCC1)c1ccccc1OCc1ccc(F)cc1	3	90	98	·	·	5	-28	-1.9	-1	8
CCN(CC)C(=O)C1CCCN(c2ccc([N+](=O)[O-])cc2/C=N/NC(=O)c2ccc([N+](=O)[O-])cc2)C1 (centres undefined)	-5	84	82	·	43	2	-28	-4.5	-9	10
CCCCOc1ccc(C(=O)Nn2cnnc2)cc1	-10	95	92	0	-8	1	20	0.0	-10	12
COC(=O)c1ccc(C(=O)OC)c(NC(=O)CSc2cccc[n+]2[O-])c1	-15	60	60	4	-39	-2	99*	-6.6	-29	7
CCOc1ccc2[nH]c(=O)c(CN(Cc3ccco3)C(=O)c3ccc(Br)cc3)cc2c1	2	49	45	1	-19	5	-32	-4.6	0	6
Cc1ccc2nc(-c3ccc(SCC(=O)Nc4cc(C)on4)nc3)[nH]c2c1	15	98	102	1	-3	4	-48	-3.1	14	4
CC(C)C[C@H](N)c1nnc(S(=O)(=O)Cc2cccc(F)c2)o1	13	102	107	-2	11	0	15	-0.1	-6	2
CC(C)=C1C(=O)NN(c2cccc(Cl)c2)C1=O	12	98	96	-13	·	0	3	-1.4	12	16
CCC(C)NC(=O)C1CCN(C(=O)N(C)C)CC1 (centres undefined)	7	103	98	-1	·	0	-19	-1.3	-16	4
COc1ccc(C(=O)CSc2nnc(Cc3ccccc3)o2)cc1	8	88	90	1	·	6	8	0.8	-10	7
COc1ccc(OC)c2[nH]c(C(=O)O)cc12	-4	96	99	·	-16	2	-27	0.1	·	19
O=C(NC1CCCCC1)C1CC(=O)N(CCc2ccccc2)C1 (centres undefined)	0	105	101	3	-3	6	-24	0.4	-6	24
CCOc1ccc(-c2nc(N)nc(C)c2-c2ccc(OC)c(OC)c2)c(O)c1	-3	99	96	0	-18	3	-28	-0.4	-8	1
Cc1c(NS(=O)(=O)CC23CCC(CC2=O)C3(C)C)c(=O)n(-c2ccccc2)n1C (centres undefined)	-15	96	90	0	·	0	-27	1.0	-5	5
Cc1[nH]c(=S)sc1Cc1ccc(F)cc1	0	93	95	-8	·	8	-29	-1.3	0	0

Compound activity from PubChem BioAssay.
